# Bioassay records: PubChem BioAssay, several laboratories
# TWEAK-Fn14 inh: TWEAK-Fn14 signaling inhibition. TWEAK-stimulated Fn14 reporter cells, luciferase luminescence, 8 h. inhibition, % at 10 µM. hit rate 2% among 360,000. AID 1159606; in the data active means inhibition above about 50%
# COUP-TFII inh: inhibitors of human COUP-TFII (NR2F2). P24468. HEK293T NGFI-A luciferase reporter, luminescence. inhibition, % at 8.6 µM. hit rate 0.7% among 370,000. AID 686940;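 active means inhibition above a per-plate cutoff, mean inhibition of test wells between control levels plus 3 SD, cut at about 38% in these data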;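 further: cells cotransfected with COUP-TFII expression vector driving the NGFI-A reporter; 0% = median of COUP-TF2 test wells and 100% = reporter-only cells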
# Target sequence (P24468 whole entry, looked up): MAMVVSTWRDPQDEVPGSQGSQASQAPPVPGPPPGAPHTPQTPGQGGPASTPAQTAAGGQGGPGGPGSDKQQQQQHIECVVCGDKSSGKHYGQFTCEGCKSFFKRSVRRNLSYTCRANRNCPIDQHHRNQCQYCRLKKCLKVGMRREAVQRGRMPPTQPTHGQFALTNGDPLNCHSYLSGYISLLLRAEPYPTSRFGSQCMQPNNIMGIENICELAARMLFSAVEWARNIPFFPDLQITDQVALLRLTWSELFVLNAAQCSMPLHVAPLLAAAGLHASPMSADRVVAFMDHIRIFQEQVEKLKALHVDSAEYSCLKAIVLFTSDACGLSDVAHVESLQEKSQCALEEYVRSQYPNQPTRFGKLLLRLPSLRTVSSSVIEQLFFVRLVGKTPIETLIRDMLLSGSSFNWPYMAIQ
# KKLEB cytotox: reduces viability of KKLEB cystic fibrosis airway cells; KKLEB CF airway cells viability, ATPlite luminescence, overnight; hits give low values; cells stimulated with P. aeruginosa culture filtrate; activity change (cytotoxicity), % at 5 µM; hit rate 0.36% among 360,000; AID 602141;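 active means corrected activity change at or below -50% at 5 µM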
# SRC1 inh: human NCOA1 inhibition; Q15788; HEK293 GAL4-SRC1 luciferase reporter, luminescence; inhibition, % at 3.6 µM; hit rate 0.12% among 360,000; AID 588354;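 active means inhibition above the campaign mean plus 3 SD, with each screening campaign given its own cutoff, cut at about 60% in these data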;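 further: 0% = DMSO treated cells and 100% = gossypol at 36 µM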
# SRC3 inh: human NCOA3 inhibition. Q9Y6Q9. HEK293 GAL4-SRC3 luciferase reporter, luminescence. hit rate 0.17% among 360,000. inhibition, % at 3.6 µM;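 active means inhibition above a per-campaign cutoff, the mean of all compounds plus 3 SD, cut at about 60% in these data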;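 further: 0% = DMSO-treated cells and 100% = gossypol-treated cells at 36 µM; higher means less SRC3-driven luciferase light from the GAL4 reporter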
# CF NFkB inh: blocks PAF-induced NF-kB reporter in cystic fibrosis cells; KKLEB NF-kB-GFP reporter, GFP fluorescence overnight; inhibition, % at 5 µM; AID 588850; hit rate 0.86% among 360,000;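 active means at least 50% inhibition at 5 µM, scaled per plate between neutral and stimulator controls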;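 further: PAF is a Pseudomonas aeruginosa culture filtrate used as stimulus; plate controls were PAF-stimulated DMSO wells for no effect and unstimulated DMSO wells for full effect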
# LMP1 NFkB inh: reduces LMP1-driven NF-kappaB luciferase signal; LMP1-induced NF-kappaB luciferase reporter cells, luminescence; inhibition, % at 12.5 µM; hit rate 0.69% among 350,000; in the data active means inhibition above about 41%;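 further: 0% = neutral control wells and 100% = reference inhibitor control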
# TROY NFkB inh: TROY signaling inhibition; inhibition, % at 10 µM; Q293 LMP1-TROYcd NF-kB luciferase reporter, 4 h; hit rate 0.98% among 360,000; AID 1347056;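 active means compounds whose plate-normalised and pattern-corrected inhibition of the luciferase reporter signal at the single screening dose is 50% or more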
# Shn3 inh set2: inhibitors of Schnurri-3 3'UTR reporter in osteoblasts; Clone20 osteoblast Shn3 3'UTR firefly luciferase, 24 h; inhibition, % at 12.5 µM; hit rate 0.52% among 360,000; AID 588674;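 active means mean inhibition of at least 75% with every replicate also reaching 75%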;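 further: 0% = median of neutral control wells and 100% = pilot-screen positive control compound; some compounds past the cut are filed as inactive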
# NR5A2 inv ag: suppresses constitutive activity of human LRH-1 | O00482 | hit rate 0.13% among 360,000 | inhibition, % at 3.6 µM | HEK293T StAR-luciferase reporter, LRH-1 transfected, 24 h;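 active means inhibition above the mean inhibition of all tested compounds plus 3 SD, cut at about 73% in these data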;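 further: 0% = DMSO wells and 100% = reporter-only cells lacking LRH-1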
# Target sequence (O00482 whole entry, looked up): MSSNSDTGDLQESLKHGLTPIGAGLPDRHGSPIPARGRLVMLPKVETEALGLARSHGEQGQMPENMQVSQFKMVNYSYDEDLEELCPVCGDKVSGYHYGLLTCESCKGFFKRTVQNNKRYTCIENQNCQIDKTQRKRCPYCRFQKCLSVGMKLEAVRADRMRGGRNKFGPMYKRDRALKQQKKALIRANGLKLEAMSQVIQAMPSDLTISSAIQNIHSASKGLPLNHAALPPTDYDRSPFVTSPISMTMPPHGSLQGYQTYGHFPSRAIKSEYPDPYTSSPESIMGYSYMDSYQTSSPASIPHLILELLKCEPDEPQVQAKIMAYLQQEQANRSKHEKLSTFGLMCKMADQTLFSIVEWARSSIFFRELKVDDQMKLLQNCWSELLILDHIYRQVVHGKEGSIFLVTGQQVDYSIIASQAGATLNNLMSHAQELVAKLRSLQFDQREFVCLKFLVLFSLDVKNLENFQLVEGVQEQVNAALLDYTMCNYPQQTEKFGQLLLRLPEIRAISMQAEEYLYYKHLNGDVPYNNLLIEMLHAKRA
# C8 TRAIL sens: sensitizes caspase-8 expressing cells to TRAIL. AID 624354. inhibition (viability loss, TRAIL sensitization), % at 10 µM. hit rate 1% among 360,000. NB7+C8 cells + TRAIL, ATPlite viability luminescence;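 active means compounds causing at least 50% loss of cell viability in the single-dose screen, relative to plate controls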
# The depositor's hits bear a star; / = no result given; & = joins results of further samples. The list is partial, so the mix of outcomes need not match the whole.
cpd	Molecule	TWEAK-Fn14 inh	COUP-TFII inh	KKLEB cytotox	SRC1 inh	SRC3 inh	CF NFkB inh
1	CC(=NCc1cccnc1)c1c(O)n(C2CCCCC2)c(=O)[nH]c1=O	2	4	-25	3	2	-2
2	C#CCN[C@H](C)Cc1ccccc1	-10	5	-21	-41	-3	3
3	CCn1c(=O)cc(OCC(=O)N2CCC3(CC2)OCCO3)c2ccccc21	-14	-22	-9	-5	-1	-32
4	C=CCn1c(O)c(C(CC)=Nc2ccc(N(CC)CC)cc2)c(=O)[nH]c1=O	41	-6	7	-10	-1	-8
5	CCOP(=O)(Cc1cc(C(C)=O)c(C)o1)OCC	-10	12	-2	2	7	6
6	COC(=O)C1=C(c2ccc(-c3ccccc3)c(F)c2)C[C@@H]2CC[C@H]1N2C(=O)NCCNC(C)=O	5	-10	-20	-9	12	-3
7	COc1ccc(-n2nnnc2C(c2ccccc2)N2CCC(n3c(=O)[nH]c4ccccc43)CC2)cc1 (stereo not drawn)	43	8	-70*	31	22	81*
8	Cc1[nH]c2ccccc2c1CCN	11	12	-10	1	11	4
9	CC1=C2[C@H]3OC(=O)[C@@H](C)[C@@H]3CC[C@@]2(C)C=CC1=O	14	-4	3	-39	-10	11
10	CC(C)NC1C2CCC(CC2)C1(O)c1ccc(Cl)c(Cl)c1 (stereo not drawn)	9	-1	-4	1	5	-13
11	N#CC1=C(N)Oc2c(c(=O)oc3ccccc23)C1c1cccnc1 (stereo not drawn)	8	7	6	-9	-8	-1
12	O=C(N/N=C1/CN2CCC1CC2)c1cc2ccccc2cc1O	-12	-6	2	-12	7	1
13	Cc1cccc(N2C(=O)NC(=O)/C(=C\c3cnn(-c4ccccc4)c3)C2=O)c1	10	5	4	-14	-8	5
14	COc1ccc(OC)c(-n2c(O)c(/C=C3\C(C)=Nc4ccccc43)c(=O)[nH]c2=O)c1	7	-1	1	4	13	-6
15	C1CNC2NCCNC2N1 (stereo not drawn)	5	11	4	0	7	-3

cpd	LMP1 NFkB inh	TROY NFkB inh	Shn3 inh set2	NR5A2 inv ag	C8 TRAIL sens
1	7	1	12	1	-4
2	-6	11	5	0	3
3	8	-14	2	-1	-15
4	4	18	68	-16	6
5	3	15	1	-3	-10
6	0	4	1	0	5
7	/	23	2	26	-5
8	-9	-15	13	13	-25
9	4	1	-10	10	-7
10	-5	0	-26	-15	-11
11	-7	18	7	0	-6
12	14	-36	9	12	-5
13	2	-2	-10	-29	3
14	/	7	-10	3	-11
15	5	-13	-21	11	-8

# Sorted by length of the SMILES (high to low): part of the list above
cpd	Molecule	TWEAK-Fn14 inh	COUP-TFII inh	KKLEB cytotox	SRC1 inh	SRC3 inh	CF NFkB inh
6	COC(=O)C1=C(c2ccc(-c3ccccc3)c(F)c2)C[C@@H]2CC[C@H]1N2C(=O)NCCNC(C)=O	5	-10	-20	-9	12	-3
4	C=CCn1c(O)c(C(CC)=Nc2ccc(N(CC)CC)cc2)c(=O)[nH]c1=O	41	-6	7	-10	-1	-8
2	C#CCN[C@H](C)Cc1ccccc1	-10	5	-21	-41	-3	3

cpd	LMP1 NFkB inh	TROY NFkB inh	Shn3 inh set2	NR5A2 inv ag	C8 TRAIL sens
6	0	4	1	0	5
4	4	18	68	-16	6
2	-6	11	5	0	3

# Remaining list, next part
cpd	Molecule	TWEAK-Fn14 inh	COUP-TFII inh	KKLEB cytotox	SRC1 inh	SRC3 inh	CF NFkB inh
16	CN1C(=O)C(C2CCCCC2)C(=O)N(C)C1=O	4	8	9	-7	-8	2
17	CC1[C@H]2Cc3ccc(O)cc3[C@]1(C)CCN2C (stereo partly drawn)	0	4	16	-1	-5	3
18	O=C(OCC(=O)c1ccc([N+](=O)[O-])cc1)/C(=C/c1ccc(Cl)cc1)NC(=O)c1ccccc1	32	2	10	-13	0	4
19	Cc1ccc(C)c(Cn2c(C(=O)O)c(C=O)c3ccccc32)c1	6	-11	-1	-5	7	-20
20	COc1cc(/C=C/[N+](=O)[O-])ccc1O	-6	-5	1	-9	1	-33
21	CCOC(=O)c1ccc(NC(=O)N2C[C@@H]3C[C@@H](C2)c2cccc(=O)n2C3)cc1	12	-9	13	-44	-17	-5
22	COc1nc(NCC2CCCO2)nc(N2CC3CC(C2)c2cccc(=O)n2C3)n1 (stereo not drawn)	-1	1	4	-10	10	5
23	CC(=O)OC1CC2(O)C3CCC4CC(O)CCC4(C)C3CCC2(C)C1C1=CC(=O)OC1 (stereo not drawn)	85*	77*	-50	85*	88*	90*
24	CC(=O)Nc1ccc(C=C2C(=O)NC(=O)NC2=O)cc1	-6	8	2	-3	-2	-8
25	O=C1NC(=O)C(CCc2ccncc2)(CCc2ccncc2)C(=O)N1CCc1ccc(F)cc1	5	12	-5	-10	-13	-6
26	O=c1ccc2cc3ccoc3c(O)c2o1	7	-19	4	-25	11	-9
27	CC(=O)N1N=C(c2cccnc2)CC1c1ccccc1O (stereo not drawn)	-4	1	-1	-4	-4	7
28	CCCCCn1c(=O)c(C(=O)NCc2ccc(Cl)cc2)c(O)c2ccccc21	-5	9	-1	7	-4	6
29	Cc1ccc(S(=O)(=O)N[C@@H](CCCCN)C(=O)CCl)cc1	9	-2	-19	11	2	0
30	CN(C)C(=O)Oc1ccc(Br)c2ccccc12	-3	31	-6	21	7	-1

cpd	LMP1 NFkB inh	TROY NFkB inh	Shn3 inh set2	NR5A2 inv ag	C8 TRAIL sens
16	-7	3	-32	-5	10
17	2	10	7	7	1
18	5	-14	0	-14	-8
19	1	5	-33	8	-1
20	9	3	10	10	6
21	8	-8	16	0	-1
22	-3	-3	-9	10	4
23	72*	46	-24	99*	66*
24	9	-11	-14	-19	-7
25	3	4	-16	-17	0
26	-17	-1	4	2	-4
27	-8	6	11	11	-7
28	12	6	-19	2	-3
29	1	5	0	7	7
30	11	-4	-2	3	14

# Later entries:
cpd	Molecule	TWEAK-Fn14 inh	COUP-TFII inh	KKLEB cytotox	SRC1 inh	SRC3 inh	CF NFkB inh
31	Cn1nc(-c2ccc(OCC(=O)N3CCN(Cc4ccccc4)CC3)cc2)c2ccccc2c1=O	21	55*	0	-3	8	-5
32	CNC(=S)N(C)CCc1cc2c(c(OC)c1C=C1C(=O)NC(=O)NC1=O)OCO2	2	-8	-2	-2	17	-4
33	O=C(Nc1ccccc1)c1cccn(Cc2ccccc2)c1=O	8	8	3	-46	-21	-17
34	COc1cccc(C(=O)C2CCCN(C3CCOCC3)C2)c1 (stereo not drawn)	-11	-2	0	-24	-13	-21
35	Oc1ccccc1/C=N/NP(=S)(c1ccccc1)c1ccccc1	-31	18	0	-3	-15	-12
36	c1ccc(CNc2c3c(nc4ccccc24)CCC3)cc1	0	20	-9	4	16	-5
37	CN1C2CCC1CC(OC(=O)c1ccc(Cl)cc1)C2 (stereo not drawn)	-13	-5	0	2	5	9
38	O=C(NCC(c1cccnc1)N1CCN(c2ccccc2)CC1)Oc1ccccc1 (stereo not drawn)	4	9	1	-5	-18	7
39	Cc1ccc(CN2CCCN(Cc3ccccc3C)S2(=O)=O)cc1	9	15	-4	-15	-28	15
40	O=C(CNC(=O)c1ccc(Br)cc1)Nc1ccc(Br)cc1C(=O)c1ccccc1	8	-8	6	11	4	-5
41	CC1(C)CSC(=NCc2ccccc2)N1	2	6	-34	12	1	-2
42	CC(=NCCN1CCOCC1)c1c(O)n(-c2ccccc2C)c(=O)[nH]c1=O	11	13	7	7	-3	-8
43	CCN(CC)c1ccc(/C=C2/C(=O)NC(=O)N(Cc3ccco3)C2=O)cc1	-24	12	12	-9	3	-16
44	COC(=O)C1=C(c2cc3ccccc3s2)C[C@@H]2CC[C@H]1N2C(=O)NCCCOC(C)C	-6	18	3	-5	-15	19
45	O=C(O)CSC(=S)N1CC2CC(C1)c1cccc(=O)n1C2 (stereo not drawn)	6	1	-9	0	3	16

cpd	LMP1 NFkB inh	TROY NFkB inh	Shn3 inh set2	NR5A2 inv ag	C8 TRAIL sens
31	21	27	89*	38	17
32	-1	2	/	0	-3
33	-4	-40	-27	-43	36
34	4	-11	1	-16	-9
35	-20	-67	-24	3	0
36	-12	8	/	3	16
37	-4	-7	17&2	-6	8
38	16	21	2	14	11
39	-10	14	-17	-5	-5
40	13	20	1	14	-1
41	0	-15	-4	-3	5
42	2	-10	-3	17	-7
43	5	-5	-13	13	1
44	-3	-7	-14	-20	-9
45	5	-2	1	3	1

# Structures above with sulfur:
cpd	Molecule	TWEAK-Fn14 inh	COUP-TFII inh	KKLEB cytotox	SRC1 inh	SRC3 inh	CF NFkB inh
29	Cc1ccc(S(=O)(=O)N[C@@H](CCCCN)C(=O)CCl)cc1	9	-2	-19	11	2	0
32	CNC(=S)N(C)CCc1cc2c(c(OC)c1C=C1C(=O)NC(=O)NC1=O)OCO2	2	-8	-2	-2	17	-4
35	Oc1ccccc1/C=N/NP(=S)(c1ccccc1)c1ccccc1	-31	18	0	-3	-15	-12
39	Cc1ccc(CN2CCCN(Cc3ccccc3C)S2(=O)=O)cc1	9	15	-4	-15	-28	15
41	CC1(C)CSC(=NCc2ccccc2)N1	2	6	-34	12	1	-2
44	COC(=O)C1=C(c2cc3ccccc3s2)C[C@@H]2CC[C@H]1N2C(=O)NCCCOC(C)C	-6	18	3	-5	-15	19
45	O=C(O)CSC(=S)N1CC2CC(C1)c1cccc(=O)n1C2 (stereo not drawn)	6	1	-9	0	3	16

cpd	LMP1 NFkB inh	TROY NFkB inh	Shn3 inh set2	NR5A2 inv ag	C8 TRAIL sens
29	1	5	0	7	7
32	-1	2	/	0	-3
35	-20	-67	-24	3	0
39	-10	14	-17	-5	-5
41	0	-15	-4	-3	5
44	-3	-7	-14	-20	-9
45	5	-2	1	3	1
